Source: PubChem
Rab9 promoter act = Rab9 promoter activation; Huh7 Rab9 promoter-luciferase reporter, luminescence, 24 h; Potency, µM (highest dose often 9.22 µM), for inactives: at the top dose activation, negative = inhibition, hits mostly activators; 2.8% of 320,000 active; further: % of control where 0% means no effect; nearly all actives have a fitted effect of over 60% in size
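Quantitative HTS format; Huh7 Rab9-luciferase reporter cells (1500/well) receive compound 2 h post-plating, incubate 24 h at 37 °C, then get luciferase reagent for 10 min before luminescence reading.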
BRCA1 expr act = increases BRCA1 expression; MCF7-BRCA1-FFLuc reporter, luminescence, 48 h; response scale: scaled: vehicle 0%, 10 µM genistein 100%; Potency, µM (highest dose often 46.1 µM), without a hit: top-dose activation, usual class: activators; 1.1% of 380,000 active; further: nearly all actives have a fitted effect of over 80% in size; some results filed as inactive show a strong effect at the top dose
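Activators of BRCA1 expression were detected as increased firefly luciferase luminescence in engineered MCF7 cells after 48 h compound incubation. Signals were scaled to genistein 10 microM as full activation.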
FLuc modulator = firefly luciferase modulation, counter-screen for miR-21 project. purified FLuc, Km substrates, luminescence inhibition. Potency, µM (highest dose often 57.5 µM), inactives show at the top dose activity change, negative = inhibition, actives largely listed as inhibitors. 6.9% of 360,000 active. AID 588342;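 further: plate controls were vehicle for no effect and reference inhibitor for full effect; nearly all actives have a fitted effect of over 55% in size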
Target sequence (P08659 whole entry, looked up): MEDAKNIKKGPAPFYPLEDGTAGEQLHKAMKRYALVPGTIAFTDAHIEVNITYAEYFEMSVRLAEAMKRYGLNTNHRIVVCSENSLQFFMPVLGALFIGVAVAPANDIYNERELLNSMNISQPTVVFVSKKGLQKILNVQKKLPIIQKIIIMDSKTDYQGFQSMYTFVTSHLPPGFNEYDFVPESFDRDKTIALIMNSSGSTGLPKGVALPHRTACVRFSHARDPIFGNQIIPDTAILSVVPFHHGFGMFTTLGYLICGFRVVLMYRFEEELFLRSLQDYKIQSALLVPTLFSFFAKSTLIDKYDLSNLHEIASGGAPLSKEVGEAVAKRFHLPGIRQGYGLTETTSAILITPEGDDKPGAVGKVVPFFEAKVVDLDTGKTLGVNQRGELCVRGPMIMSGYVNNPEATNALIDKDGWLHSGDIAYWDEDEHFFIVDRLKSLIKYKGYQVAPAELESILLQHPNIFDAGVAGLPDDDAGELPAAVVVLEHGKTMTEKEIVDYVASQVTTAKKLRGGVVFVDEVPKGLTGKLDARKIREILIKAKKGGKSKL
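Purified P. pyralis luciferase, 10 nM final, with Km-level 10 uM D-luciferin and 10 uM ATP in 50 mM Tris acetate pH 7.5, 10 mM Mg acetate, 0.01% Tween-20, 0.05% BSA; 6-point qHTS titration about 60 µM downward; luminescence read.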
CXXC DNA block = MLL CXXC-DNA interaction inhibition | MLL-CXXC / FITC-HOXA9 DNA fluorescence polarization | Potency, µM (top dose mostly 115 µM), for inactives: top-dose activity change, negative = inhibition, usual class: inhibitors | 0.037% of 290,000 active | AID 2662; active means well fitted inhibition curve with a large enough effect in the polarisation, with a control signal flat, not every such curve was filed as active; inconclusive means small, poorly fitted or top-dose-only effect, or effect the other way, or a change in a side signal; inactive means no such curve, though single readings can be large or run the other way; the % refers to the polarisation
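Purified MLL-CXXC (added from a 7 uM solution) was preincubated 5 min at ambient with pinned compounds in 50 mM Tris-HCl pH 7.5, 50 mM NaCl, 1 mM DTT, 0.05% BSA. Fluorescein-labeled HOX-A9 DNA (50 nM solution) followed, 30 min, then polarization read.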
p53 reactivator = mutant p53 re-activation in reporter cells; AID 504706; Potency, µM (series often up to 92.2 µM), inactives show at the top dose activity change, positive = activation, most hits filed as activators; 0.063% of 320,000 active; H1299 p53-A138V BP100-luciferase reporter, luminescence, 24 h; further: % of control where 0% means no effect; nearly all actives have a fitted effect of over 45% in size
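p53-null H1299 cells stably carrying temperature-sensitive p53-A138V and a BP100-luciferase reporter were pinned with compounds (4-point, 1:5 series) and held 24 hrs at 37 deg C. Luminescence was read 10 min after detection reagent.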
uPA generation = cell surface uPA generation inhibition. 0.31% of 330,000 active. cell surface uPA generation assay, qHTS. Potency, µM (series often up to 38.3 µM), for inactives: at the top dose activity change, negative = inhibition, hits mostly inhibitors; active means well fitted inhibition curve with a large enough effect; inconclusive means small, poorly fitted or top-dose-only effect; inactive means no such curve, though single readings can be large or run the other way; tested in mouse RAW 264.7 cells; further: on the % scale 0 is the no-effect control and ±100 the full control effect; nearly all actives have a fitted effect of over 55% in size
MBNL1-CUG inh = MBNL1-poly(CUG) RNA binding inhibition. AID 2675. 0.036% of 280,000 active. TR-FRET MBNL1-His/biotin-(CUG)12 binding, 665/545 ratio. Potency, µM (top dose mostly 57.5 µM), for inactives: at the top dose activity change, negative = inhibition, usual class: inhibitors. Q9NR56; active means well fitted inhibition curve with a large enough effect in the signal ratio, with a control signal flat, not every such curve was filed as active; inconclusive means small, poorly fitted or top-dose-only effect, or effect the other way, or a change in a side signal; inactive means no such curve, though single readings can be large or run the other way; the % refers to the signal ratio; further: on the % scale 0 is the no-effect control and ±100 the full control effect
Target sequence (Q9NR56 whole entry, looked up): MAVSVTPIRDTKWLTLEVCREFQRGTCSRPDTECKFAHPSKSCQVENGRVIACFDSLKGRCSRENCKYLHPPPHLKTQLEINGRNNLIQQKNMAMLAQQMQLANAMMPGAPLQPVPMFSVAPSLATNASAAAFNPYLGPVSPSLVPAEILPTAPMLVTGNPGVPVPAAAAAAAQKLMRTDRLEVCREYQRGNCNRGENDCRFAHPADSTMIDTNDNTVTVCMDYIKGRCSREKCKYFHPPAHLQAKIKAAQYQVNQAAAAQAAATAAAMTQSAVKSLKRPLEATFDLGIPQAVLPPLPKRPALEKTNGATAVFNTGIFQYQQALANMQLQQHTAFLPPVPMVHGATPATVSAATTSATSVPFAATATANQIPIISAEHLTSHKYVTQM
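TR-FRET between His-tagged MBNL1 and biotin-(CUG)12 RNA, detected with Tb anti-His antibody (0.055 ng/ul) and streptavidin-XL665 (5 nM), 60 min at room temperature. Compounds titrated 92 nM to 58 uM; 665/545 nm ratio normalized to buffer and complex controls.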
VP16 counter = counter-screen for ROR gamma inhibitors: Gal4-VP16 reporter; Drosophila S2 Gal4-VP16 UAS-luciferase, luminescence, 20 h; AID 2546; Potency, µM (doses to about 53.6 µM), for inactives: top-dose activity, negative = inhibition, usual class: inhibitors; 3.5% of 310,000 active;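 further: Gal4-VP16 expression switched on by copper sulfate through the metallothionein promoter; on the % scale 0 is the no-effect control and ±100 the full control effect; nearly all actives have a fitted effect of over 50% in size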
NPC1 prom act = activators of NPC1 promoter | Huh7 NPC1 promoter luciferase reporter, 24 h | Potency, µM (top dose mostly 9.22 µM), without a hit: at the top dose activation, actives largely listed as activators | 2.4% of 320,000 active | AID 485313;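 further: % of control where 0% means no effect; nearly all actives have a fitted effect of over 60% in size; reporter is driven by a mutant NPC1 promoter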
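Luminescence read-out of NPC1 promoter-driven luciferase in stably transfected Huh7 cells; compounds delivered in DMSO and left 24 h at 37C, 5% CO2, qHTS titration format.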
ELG1 genotoxic = genotoxicity induction in ELG1-luciferase HEK293T cells | Potency, µM (titrated, usually from 46 µM), for inactives: top-dose activity change, positive = activation, actives largely listed as activators | HEK293T ELG1-luciferase reporter, luminescence, 16 h | 1.3% of 330,000 active | AID 504466; further: % of control where 0% means no effect; nearly all actives have a fitted effect of over 60% in size
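16 hr compound incubation (37 °C, 5% CO2) of HEK293T cells carrying luciferase-tagged ELG1; luciferase then measured by ONE-Glo luminescence after 30 min at RT.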
RORgamma inh = blocks mouse ROR gamma transcriptional activity; P51450; Drosophila S2 Gal4-RORgamma UAS-luciferase reporter, 20 h; Potency, µM (doses to about 53.6 µM), for the others: at the top dose activity change, negative = inhibition, hits mostly inhibitors; 5.4% of 310,000 active; further: on the % scale 0 is the no-effect control and ±100 the full control effect; nearly all actives have a fitted effect of over 60% in size
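Read-out: Photinus luciferase luminescence; inhibitors lower reporter signal. Insect Schneider cells with Gal4-ROR gamma fusion under metallothionein promoter, UAS reporter; 700 uM final copper sulfate induction, 20 hr, ambient temperature.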
Numbers without * were called inactive; & = joins results of further samples; [ ] = dose if it differs, or a comment. Unless noted, the call rests on the fitted dose curve; in most records, active means well fitted curve in the direction sought with a large enough effect; inconclusive means small, poorly fitted or top-dose-only effect, or another doubt; inactive means no such curve, though single readings can be large; an effect the other way counts as inactive or inconclusive. Potency means the concentration at half of the fitted maximal effect.

For O=C(CNS(=O)(=O)c1ccc(F)cc1)N1CCCCCC1 the results were Rab9 promoter act 23.5%, BRCA1 expr act 8.9%, FLuc modulator -16.8%, CXXC DNA block 0.6%, p53 reactivator 9.8%, uPA generation -1.3%, MBNL1-CUG inh 2.0%, VP16 counter -10.0%, NPC1 prom act 3.8%, ELG1 genotoxic -3.3% and RORgamma inh 11.0%.
`COc1ccc(CNc2nc3nc(C)c(Cl)c(=O)n3[nH]2)cc1OC` gave Rab9 promoter act -2.5%, BRCA1 expr act -23.4%, FLuc modulator -9.5%, CXXC DNA block 10.5%, p53 reactivator -10.1%, uPA generation 2.2%, MBNL1-CUG inh 1.6%, VP16 counter 7.2%, NPC1 prom act 3.4%, ELG1 genotoxic -0.8% and RORgamma inh -0.6%.
Screening O=C(O)c1ccc(OC(F)(F)C(F)C(F)(F)F)cc1 (configuration not stated) returned Rab9 promoter act -3.6%, BRCA1 expr act -2.5%, FLuc modulator -13.2%, CXXC DNA block -4.0%, p53 reactivator 13.7%, uPA generation -2.3%, MBNL1-CUG inh 4.7%, VP16 counter 6.5%, NPC1 prom act 1.0%, ELG1 genotoxic -1.5% and RORgamma inh 0.1%.
Screening COc1ccccc1C(=O)CSc1n[nH]c(N)n1 returned Rab9 promoter act 1.0%, BRCA1 expr act 0.0%, FLuc modulator -12.3%, CXXC DNA block -6.6%, p53 reactivator 6.7%, uPA generation -1.1%, MBNL1-CUG inh 0.3%, VP16 counter -0.3%, NPC1 prom act 0.0%, ELG1 genotoxic -1.8% and RORgamma inh -27.0%.
`Cc1nn(CCc2nn[nH]n2)c2nc(C(F)(F)F)cc(C(F)(F)F)c12` gave Rab9 promoter act -3.3%, BRCA1 expr act -6.9%, FLuc modulator 3.7%, CXXC DNA block -8.0%, p53 reactivator -1.3%, uPA generation 0.2%, MBNL1-CUG inh -12.0%, VP16 counter -15.4%, NPC1 prom act 3.6%, ELG1 genotoxic -8.9% and RORgamma inh 10.7%.
O=S(=O)(NCc1cccnc1)c1cc(Cl)ccc1Cl was read as Rab9 promoter act 0.7%, BRCA1 expr act 6.6%, FLuc modulator 6.8%, CXXC DNA block 5.0%, p53 reactivator -0.4%, MBNL1-CUG inh 4.2%, VP16 counter 0.4%, NPC1 prom act 4.9%, ELG1 genotoxic 3.3% and RORgamma inh 17.8%.
CCN(c1ccccc1)S(=O)(=O)c1cc(C(=O)Nc2ccc(Br)cc2)ccc1F was read as Rab9 promoter act -23.4%, BRCA1 expr act -75.1%, FLuc modulator -8.1%&0.5%, CXXC DNA block 6.6%, p53 reactivator -3.0%, uPA generation -14.1%, MBNL1-CUG inh -6.8%, VP16 counter 12.6µM*, NPC1 prom act -9.6%, ELG1 genotoxic -8.2% and RORgamma inh 17.3%.
O=C(Nc1ccc(Br)cc1)c1cc(S(=O)(=O)Nc2ccccn2)ccc1Cl was read as Rab9 promoter act -2.0%, BRCA1 expr act -15.2%, FLuc modulator inconclusive, CXXC DNA block 7.8%, p53 reactivator -2.2%, uPA generation -8.8%, MBNL1-CUG inh -3.3%, VP16 counter -5.4%, NPC1 prom act 0.6%, ELG1 genotoxic -25.6% and RORgamma inh -0.8%.
O=C(CN1CCCCC1)Nc1ccc(S(=O)(=O)N2CCCCCC2)cc1 was read as Rab9 promoter act 2.8%, BRCA1 expr act -26.9%, FLuc modulator 1.1%, CXXC DNA block -12.0%, p53 reactivator inconclusive, MBNL1-CUG inh -24.2%, VP16 counter 7.0%, NPC1 prom act -1.0%, ELG1 genotoxic -3.4% and RORgamma inh 24.7%.
Screening C=CCOC(=O)C1=C(C)Nc2nc3ccccc3n2C1c1ccncc1 (configuration not stated) returned Rab9 promoter act -9.4%, BRCA1 expr act -18.8%, FLuc modulator -3.0%, CXXC DNA block -5.8%, p53 reactivator -3.7%, uPA generation -3.2%, MBNL1-CUG inh 3.8%, VP16 counter -2.0%, NPC1 prom act -3.9%, ELG1 genotoxic -2.0% and RORgamma inh inconclusive.
Cc1cc(Nc2cccc(C(F)(F)F)c2)n2nc(C)nc2n1 was read as Rab9 promoter act -1.2%, BRCA1 expr act -23.7%, FLuc modulator 2.1%, CXXC DNA block 0.1%, p53 reactivator -9.1%, uPA generation -9.1%, MBNL1-CUG inh 3.6%, VP16 counter -8.4%, NPC1 prom act 2.5%, ELG1 genotoxic 0.1% and RORgamma inh -27.2%.
CCC(=O)Nc1ccnc(-c2cccnc2)n1 was read as Rab9 promoter act -0.5%, BRCA1 expr act -19.7%, FLuc modulator -0.3%, CXXC DNA block -0.1%, p53 reactivator 3.0%, MBNL1-CUG inh 1.2%, VP16 counter -3.2%, NPC1 prom act 2.1%, ELG1 genotoxic 1.1% and RORgamma inh -0.1%.
`CCCCN(C)C(=O)c1cc2cc([N+](=O)[O-])cc(OC)c2oc1=O` gave Rab9 promoter act 1.6%, BRCA1 expr act 20.6%, FLuc modulator -1.6%, CXXC DNA block 19.9%, p53 reactivator -2.8%, uPA generation -8.5%, MBNL1-CUG inh inconclusive, VP16 counter 4.7%, NPC1 prom act -4.9%, ELG1 genotoxic 1.1% and RORgamma inh -4.5%.
COC(=O)c1c(C)[nH]c(O)c1C=Nc1ccc(Oc2ccccc2)cc1 was read as Rab9 promoter act 29.4%, BRCA1 expr act 42.4%, FLuc modulator inconclusive, CXXC DNA block 6.1%, p53 reactivator 9.5%, uPA generation 3.1%, VP16 counter -4.9%, NPC1 prom act -0.6%, ELG1 genotoxic -0.9% and RORgamma inh 24.7%.
COc1cc2[nH]c(-c3ccc(C)cc3)cc(=O)c2cc1OC was read as Rab9 promoter act 26.0%, BRCA1 expr act 61.3%, FLuc modulator 13.5µM*, CXXC DNA block 1.4%, p53 reactivator 10.9%, uPA generation -24.3%, MBNL1-CUG inh -8.4%, VP16 counter 2.2%&-5.3%, NPC1 prom act 12.8%, ELG1 genotoxic 11.2% and RORgamma inh 6.1%&-0.2%.
Screening c1csc(Cn2nnnc2CN2CCN(c3nc4ccccc4s3)CC2)c1 returned Rab9 promoter act -2.0%, BRCA1 expr act -32.4%, FLuc modulator -1.1%, CXXC DNA block -0.5%, p53 reactivator 12.8%, uPA generation -3.2%, MBNL1-CUG inh -0.5%, VP16 counter -1.3%, NPC1 prom act 1.6%, ELG1 genotoxic -7.2% and RORgamma inh 26.7%[10 µM].
For CC(=O)OCC12COC3c4ccccc4OC(C)(CC1C)C3C2C (configuration not stated) the results were Rab9 promoter act -1.9%, BRCA1 expr act -14.4%, FLuc modulator 2.4%, CXXC DNA block 6.3%, p53 reactivator 1.4%, uPA generation 6.2%, MBNL1-CUG inh -6.4%, VP16 counter 1.5%, NPC1 prom act -5.1%, ELG1 genotoxic -5.7% and RORgamma inh 37.0%.
`NC(=O)COC(=O)c1ccccc1OCc1ccccc1` gave Rab9 promoter act -4.8%, BRCA1 expr act -1.5%, FLuc modulator 0.8%, CXXC DNA block 0.7%, p53 reactivator -2.2%, uPA generation -0.5%, MBNL1-CUG inh -7.2%, VP16 counter -3.2%, NPC1 prom act 0.1%, ELG1 genotoxic -2.2% and RORgamma inh 30.0%.
`Nc1nc2n(n1)C(c1ccc(F)cc1)CC(c1ccc(F)cc1)N2` (configuration not stated) gave Rab9 promoter act 6.4%, BRCA1 expr act -0.1%, FLuc modulator 0.9%, CXXC DNA block 9.2%, p53 reactivator -5.3%, MBNL1-CUG inh -9.2%, VP16 counter -0.9%, NPC1 prom act -5.8%, ELG1 genotoxic 0.9% and RORgamma inh inconclusive.
`COc1cc(/C=C2/SC(=S)N(Cc3ccccc3)C2=O)ccc1O` gave Rab9 promoter act -2.3%, BRCA1 expr act 60.1%, FLuc modulator 26.9µM*, CXXC DNA block -5.3%, p53 reactivator 21.2%, uPA generation -5.3%, MBNL1-CUG inh 40.3%[activator], VP16 counter -16.3%, NPC1 prom act 2.5%, ELG1 genotoxic inconclusive and RORgamma inh inconclusive.
CC1=C(C(=O)OCC2CCCO2)C(c2cccc(O)c2)NC(=O)N1 (configuration not stated) was read as Rab9 promoter act -0.7%, BRCA1 expr act 0.6%, FLuc modulator 0.9%, CXXC DNA block -1.5%, p53 reactivator 5.8%, uPA generation 8.0%, MBNL1-CUG inh -11.4%, VP16 counter -2.3%, NPC1 prom act -3.0%, ELG1 genotoxic -1.4% and RORgamma inh 2.7%.
For CCOC(=O)C1CCCN(c2cc(=O)n(Cc3ccc(F)cc3)c(=O)[nH]2)C1 (configuration not stated) the results were Rab9 promoter act -0.1%, BRCA1 expr act -1.1%, FLuc modulator 3.3%, CXXC DNA block -1.2%, p53 reactivator 4.3%, uPA generation 3.6%, MBNL1-CUG inh -6.5%, VP16 counter -6.1%, NPC1 prom act -6.6%, ELG1 genotoxic 2.1% and RORgamma inh 27.8%.

Not all compounds are listed; rates above refer to the full screens.
